Bioassay records from PubChem BioAssay.
FXIa inh – blocks human coagulation factor XIa protease activity | P03951 | purified FXIa, Boc-Glu-Ala-Arg-AMC fluorogenic substrate | inhibition, % at 5 µM | 220,000 tested, 0.14% active;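 active means inhibition of at least 40%; inactive means inhibition below 40%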;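 further: fluorescence of freed AMC excited at 355 nm; 0% = enzyme without compound and 100% = no enzyme blank; many of its hits are not listed in these tables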
FXIIa inh – blocks human coagulation factor XIIa protease activity; P00748; inhibition, % at 5 µM; purified FXIIa, Boc-QGR-AMC fluorogenic substrate, 2 h; 220,000 tested, 0.3% active; in the data active means inhibition above about 40%;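 further: 0% = enzyme with no compound and 100% = blank without enzyme; many of its hits are not listed in these tables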
Rad51 HR inh – Rad51 (human) homologous recombination inhibition; Q06609; hRad51 DNA strand exchange, fluorescence dequenching; inhibition, % at 10 µM; 200,000 tested, 0.085% active; AID 1385;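 active means inhibition above 40% at the single screening dose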;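 further: 0% = DMSO control wells and 100% = blanks with heterologous ssDNA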
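Test system: preformed human Rad51 ssDNA filaments. Compound dosing: single dose, 10 µM final compound. Incubation: filaments 15 min 37 °C, then compound 30 min. Technique: FRET fluorescence dequenching, excitation 485 nm, emission 520 nm. Read-out basis: percent inhibition from fluorescence, normalised to plate control and blank means. Benchmarks: plate controls and plate blanks.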
Furin inhibitor – blocks human furin protease activity | purified furin, fluorogenic substrate cleavage | P09958 | AID 463115 | 220,000 tested, 0.061% active | inhibition, % at 30 µM; in the data active means inhibition above about 25%; further: inactives centre near -15
Thrombin inh – blocks human thrombin protease activity. P00734. alpha-thrombin, Boc-VPR-AMC fluorogenic substrate cleavage. inhibition, % at 5 µM. 220,000 tested, 0.26% active. AID 1046;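 active means inhibition at or above 40%; inactive means inhibition below 40%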;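 further: 0% = enzyme with no compound and 100% = wells without enzyme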
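Material: human alpha-thrombin protein. Incubation: reaction at ambient temperature. Technique: fluorescence of released AMC, ex 355 nm, em 460 nm. Control set: no-compound enzyme wells and no-enzyme blanks. Also added: Boc-VPR-AMC substrate, 15 µM final. Buffer or medium: pH 7.5 Tris (50 mM) with NaCl 150 mM, Tween 20 0.05%.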
Cl transport mod – modulates chloride dependent transport by human KCC2; B-score of Tl+ flux slope (higher = more flux/activation; lower = inhibition) at 10 µM; 190,000 tested, 2.2% active; KCC2 cells, thallium flux FluoZin-2 fluorescence; Q9H2X9;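 active means thallium flux slope and its plate-corrected score both differing from the plate sample mean at a set confidence after two filtering rounds, in either direction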;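 further: slope of fluorescence scaled to starting intensity during 10 to 20 s after thallium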
Target sequence (Q9H2X9 whole entry, looked up): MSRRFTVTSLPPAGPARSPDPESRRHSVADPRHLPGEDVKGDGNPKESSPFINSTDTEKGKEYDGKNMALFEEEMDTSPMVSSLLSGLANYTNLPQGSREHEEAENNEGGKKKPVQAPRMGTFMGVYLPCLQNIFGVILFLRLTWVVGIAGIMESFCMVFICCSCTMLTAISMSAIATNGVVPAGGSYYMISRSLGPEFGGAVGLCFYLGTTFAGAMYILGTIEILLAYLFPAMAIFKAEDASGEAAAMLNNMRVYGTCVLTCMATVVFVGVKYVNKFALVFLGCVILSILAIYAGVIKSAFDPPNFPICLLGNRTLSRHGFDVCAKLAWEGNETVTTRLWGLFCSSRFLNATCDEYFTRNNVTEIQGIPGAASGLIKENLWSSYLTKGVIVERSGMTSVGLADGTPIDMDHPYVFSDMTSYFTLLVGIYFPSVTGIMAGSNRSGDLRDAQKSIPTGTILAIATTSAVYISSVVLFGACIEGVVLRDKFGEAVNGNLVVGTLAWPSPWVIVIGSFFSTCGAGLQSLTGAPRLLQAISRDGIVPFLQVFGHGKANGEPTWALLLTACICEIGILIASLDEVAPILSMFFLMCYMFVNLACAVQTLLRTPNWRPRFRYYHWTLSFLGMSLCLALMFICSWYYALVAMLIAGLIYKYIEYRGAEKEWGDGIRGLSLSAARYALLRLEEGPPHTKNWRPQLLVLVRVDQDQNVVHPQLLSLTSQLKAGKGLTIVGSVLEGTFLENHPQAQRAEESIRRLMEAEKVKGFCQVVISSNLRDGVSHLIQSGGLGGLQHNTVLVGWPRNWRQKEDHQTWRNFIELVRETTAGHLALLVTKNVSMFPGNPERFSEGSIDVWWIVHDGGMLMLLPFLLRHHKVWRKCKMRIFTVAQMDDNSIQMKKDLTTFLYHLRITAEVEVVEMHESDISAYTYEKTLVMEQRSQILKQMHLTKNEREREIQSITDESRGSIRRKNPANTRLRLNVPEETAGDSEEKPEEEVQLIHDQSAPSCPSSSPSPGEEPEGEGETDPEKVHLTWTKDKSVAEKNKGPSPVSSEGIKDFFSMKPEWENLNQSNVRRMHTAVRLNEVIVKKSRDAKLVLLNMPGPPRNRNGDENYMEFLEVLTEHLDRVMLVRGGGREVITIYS
hK5 inh – kallikrein 5 (human) inhibition; Q9Y337; recombinant hK5, fluorogenic AMC substrate cleavage; inhibition, % at 5 µM; 210,000 tested, 0.59% active; AID 873;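 active means inhibition of 40% or more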;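 further: 0% = enzyme controls without compound and 100% = no-enzyme blanks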
PERK inhibitor – blocks human PERK kinase; Q9NZJ5; CHO PERK-DD fusion, SEAP luminescence translation reporter; inhibition, % at 5.6 µM; 220,000 tested, 0.17% active;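 active means inhibition above the mean inhibition of all tested compounds plus 3 SD, set separately per screening campaign, cut at about 2.9% in these data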;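 further: PERK kinase domain activated by AP20187 dimerizer at 100 nM; 0% = DMSO with dimerizer and 100% = rapamycin at 8.4 µM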
m-calpain inh – blocks pig calpain II enzyme activity; purified calpain II, fluorogenic peptide substrate, 30 min; inhibition, % at 16 µM; 220,000 tested, 0.37% active;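 active means inhibition above about 50%, limit read from the data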
Active calls of the source: *; i = inactive; x = no result given; [ ] = another dose, or the depositor's remark.

canonical_smiles,FXIa inh,FXIIa inh,Rad51 HR inh,Furin inhibitor,Thrombin inh,Cl transport mod,hK5 inh,PERK inhibitor,m-calpain inh
CCN(CC)C(=O)C[n+]1cccc(/C=N/O)c1,5,9,x,-21,-3,0.67,-13,1.3,-34
O=S(=O)(Nc1cc(S(=O)(=O)N2CCOCC2)ccc1N1CCCC1)c1cccs1,-6,4,-14,-8,-11,0.052,0,0.0,14
COC(=O)C1CCN(C(=O)COC(=O)c2n[nH]c3ccccc23)CC1,-8,-6,0,4,-6,-0.03,2,0.8,-19
CC[n+]1cc(-c2ccccc2)nc(N2CCOCC2)n1,-6,8,0,-7,0,0.87,-18,0.3,-2
O=C1C2C3C=CC(C3)C2C(=O)N1c1nccs1 (stereo not drawn),-22,-17,-36,-22[20 µM],-3,x,-2,1.7,3
Cc1ccc(C(=O)N/N=C\c2ccc([N+](=O)[O-])s2)cn1,-10,7,21,-11,-2,1.2,-9,0.9,12
COc1cccc(C(=O)N/N=C/c2ccc(OC3CSC3)cc2)c1,19,25,-2,-15[20 µM],25,-0.57,45*,-0.1,8
O=C(c1ccc(F)cc1Cl)N(c1ccccn1)C1CCCCC1,0,7,7,-24,-2,0.55,4,0.2,-10
COc1ccccc1N1CCN(C(=O)c2ccc(CN3CCc4ccccc4C3)cc2)CC1,2,4,-2,2[20 µM],4,-0.36,-8,-1.5,16
CC[N+](CC)(CC)CC(=O)Nc1ccc(SC(F)F)cc1,0,7,4,-13,-1,2,5,-0.6,29

An excerpt of these results, with two lines to a compound:
Each structure is followed by: FXIa inh, FXIIa inh, Rad51 HR inh, Furin inhibitor, Thrombin inh, Cl transport mod, hK5 inh, PERK inhibitor, m-calpain inh
> COC(=O)C1CCN(C(=O)COC(=O)c2n[nH]c3ccccc23)CC1
  -8, -6, 0, 4, -6, -0.03, 2, 0.8, -19
> CC[n+]1cc(-c2ccccc2)nc(N2CCOCC2)n1
  -6, 8, 0, -7, 0, 0.87, -18, 0.3, -2
> O=C1C2C3C=CC(C3)C2C(=O)N1c1nccs1 (stereo not drawn)
  -22, -17, -36, -22[20 µM], -3, x, -2, 1.7, 3
> Cc1ccc(C(=O)N/N=C\c2ccc([N+](=O)[O-])s2)cn1
  -10, 7, 21, -11, -2, 1.2, -9, 0.9, 12

Additional records
canonical_smiles,FXIa inh,FXIIa inh,Rad51 HR inh,Furin inhibitor,Thrombin inh,Cl transport mod,hK5 inh,PERK inhibitor,m-calpain inh
Clc1cccc(Cl)c1/C=C/c1nc2ccccc2[nH]1,8,4,-2,-19[20 µM],-6,-3.4,-99,0.1,i
CCOc1cc(CNc2ccc3[nH]c(=O)[nH]c3c2)ccc1OCC(=O)NC(C)(C)C,9,13,3,-26[20 µM],1,0.49,-3,1.1,-114
CCc1nc2sc3c(c2c(=O)n1N)CC(C)(C)OC3,2,9,-36,-17,-8,-0.02,-14,0.3,0
C=CCn1c(-c2ccc3ncccc3c2)n[nH]c1=S,-2,3,11,-22,-5,-0.49,-2,2.0,-19
N#C/C(=C(/O)CCl)c1nc2ccccc2[nH]1,-3,2,-52,-10,-13,0.07,-8,1.2,-132
O=C(NCc1ccccc1)c1ccc2c(c1)C(=O)N(CC1CCCO1)C2=O (stereo not drawn),-6,3,-4,-8[20 µM],-6,-0.32,-21,-0.2,-23
Cn1c(CCC(=O)OCC(=O)NCc2ccc3c(c2)OCO3)nc(=O)c2ccccc21,6,9,-27,-14,-11,0.79,-5,0.2,12
COc1ccc(-c2nc3ccccc3c(=O)n2-c2c(C)n(C)n(-c3ccccc3)c2=O)cc1,-2,5,13,-13,2,0.82,-7,-1.1,-10
O=C(COC(=O)c1ccc2c(c1)OCCO2)NCCC1=CCCCC1,4,21,0,-18,3,-0.55,-19,1.2,-26
O=C(Nc1ccc(O)c(-c2nc3ccccc3o2)c1)C1(c2ccc(Cl)cc2)CCCC1,-4,5,-23,-14,-9,0.031,1,1.3,-287
CCOc1ccc(NC(=O)CSc2nnc(C3CC3)n2C)cc1,7,11,x,-6,15,1,26,0.0,20
Cc1nnc(N2CCOCC2)c2ccccc12,7,19,-13,-12,4,x,-11,0.1,-35
Cc1ccc2nc(/C(C#N)=C\c3cc(O)ccc3[N+](=O)[O-])[nH]c2c1,3,5,1,1,5,-0.65,-11,0.8,26
CCN(CC)CC(=O)Nc1ccc2c(c1)Nc1ccccc1CC2,-2,0,-3,-9,-4,x,10,-1.5,20
O=C(Nc1ccc(Br)cc1)Nc1ccccc1F,2,14,x,-14,0,0.83,x,0.8,25
CSc1ccccc1NC(=O)Cc1ccc(Br)cc1,7,11,3,-13,-8,-0.32,-15,0.5,2
Cc1ccc(S(=O)(=O)N2CCCOC2CNC(=O)C(=O)NCc2cccs2)cc1 (stereo not drawn),-7,3,3,-21,-4,-1.9,-2,-0.1,11
Cc1cc(C)c2c(N)c3ccccc3nc2n1,-7,-4,4,-39[20 µM],-10,0.31,-120,-0.2,i
Cc1nn(Cc2cccc(F)c2)c(C)c1NC(=O)c1c(Cl)cnn1C,6,4,6,-19,-6,-0.5,-13,0.3,0
CN(C)c1ccc(Nc2nc(-c3cccnc3)cs2)cc1,-1,8,-2,-18,0,x,-17,0.0,24
COC(C(=O)Nc1ccc(Br)cc1F)c1ccccc1 (stereo not drawn),3,11,-7,-9,0,0.73,x,0.4,23
CCOC(=O)c1ccn(-c2nc(-c3ccco3)cc(C(F)(F)F)n2)n1,7,24,1,-21,-3,-0.47,-2,0.5,-65
Cc1ccc(C(=O)C2=C(O)C(=O)N(Cc3ccccc3)C2c2cccnc2)o1 (stereo not drawn),4,11,1,-24[20 µM],4,-0.24,-16,0.5,-13
O=C(NCC(=O)N(CCN1CCOCC1)C(C(=O)NC1CCCC1)c1ccccc1)c1cccs1 (stereo not drawn),3,6,4,-20,-4,-0.46,2,0.7,-1
CC(O)c1nc2ccc(Cc3ccc4nc(C(C)O)[nH]c4c3)cc2[nH]1 (stereo not drawn),-12,-3,4,-5,7,0.9,-16,2.3,36
Cc1ccc(C(=O)/C=C/Nc2cccc([N+](=O)[O-])c2)o1,10,13,x,-25,2,1.2,-5,-0.8,17
O=[n+]1c2c(n([O-])c3cc(Br)ccc31)CCC2,4,17,3,-19,-7,0.11,-12,0.7,-46
Cc1ccc(C(=O)Nc2ccc3nccnc3c2)cc1,-2,10,17,-7[20 µM],-1,x,-52,1.6,i
CC1Cc2ccccc2N1C(=O)CSc1nnc(-c2ccc(S(=O)(=O)N3CCCC3)cc2)o1 (stereo not drawn),-1,10,2,-23,2,x,-6,0.8,-32
COC(=O)/C(=C\C(=O)c1ccccc1)Nc1ccc(OC)cc1,-3,0,4,-7,-6,0.35,-2,0.5,7
Cc1ccc(N2CC(C(=O)Nc3nccs3)CC2=O)cc1Cl (stereo not drawn),12,15,-5,-17[20 µM],-1,x,-13,0.9,2
COc1ccc(C(=O)Cc2nnc(C)s2)c(OC)c1,-5,-3,7,0,-4,-0.85,-8,0.2,15
O=C(Nc1ccccc1NS(=O)(=O)c1ccc(F)cc1)C1CCC1,2,9,6,-18,-1,0.7,2,-0.3,3
CC(C)(C)C(=O)OCC1OC(n2cnc(C(N)=O)n2)C(O)C1O (stereo not drawn),4,16,-5,-27[20 µM],2,0.43,3,0.6,-17
CCCCC(=O)Nc1cc(N(C)C)nc2ccccc12,6,11,7,15,5,x,-36,-0.6,-123
CCCC[C@@H]1C[C@H]1[C@@H](NC(=O)c1ccco1)c1ccc(Cl)cc1,6,16,-17,-10,-3,-1.5,-6,-0.3,13
COC(=O)c1ccccc1NC(=O)c1ccc(Cn2cc(Cl)cn2)o1,3,10,2,-30[20 µM],4,1.2,1,0.3,-78
CN1C(=O)C2CN(CCc3ccccc3)CNC2N(C)C1=O (stereo not drawn),-4,3,-10,-8,-6,0.42,5,0.2,-7
O=C(CCCn1c(=O)[nH]c2cc(Cl)ccc2c1=O)NC1CCCCCC1,4,7,-1,-17[20 µM],0,-0.29,-1,-0.6,12
CCOC(=O)c1c(C)[nH]c(C2=NNC(=NC3CC3)SC2)c1C,0,6,-118,-21,2,-0.62,2,0.8,-14
COc1ccc2[nH]c3c(=O)n(CCCCC(=O)N4CCCC4)c(=S)[nH]c3c2c1,6,13,-1,-9,2,0.0011,-10,0.9,-21
CCn1nc(C(=O)OCC(=O)NCCN2C(=O)CSC2=O)c2ccccc2c1=O,-2,10,-1,-15,-9,0.039,-17,0.8,14
Cc1ccc(N=C2SC(C(=O)NCCc3ccccc3)CC(=O)N2C)cc1C (stereo not drawn),-2,1,9,-33,5,0.62,-17,0.3,10
O=C(CCCc1nc(-c2ccc(Cl)cc2)no1)Nc1cccnc1,-2,-2,-5,-14[20 µM],16,-0.52,-17,0.2,19
Cn1c(=O)c2c(nc(NCc3ccco3)n2Cc2ccccc2Cl)n(C)c1=O,-5,7,3,-10[20 µM],-3,-0.055,6,1.4,13
CNc1ccc(/C=C/C(=O)c2ccc3c(c2)OCCO3)cc1[N+](=O)[O-],10,20,10,-9,1,0.52,-4,0.8,-8
NCCCCNCCCN,-2,6,4,-2,-2,-1,-2,x,-17
Cn1c(SCC(=O)Nc2ccc(NC(=O)c3cccs3)cc2)nnc1-c1ccncc1,2,12,-1,-16[20 µM],-4,-0.17,-3,0.4,-76
O=C(NCc1ccccc1)c1cc(-c2ccncc2)nc2ccc(S(=O)(=O)N3CCOCC3)cc12,7,15,x,-32,-1,-2.4,0,0.8,-64
C=CCn1c(=O)n(CCOC)c(=O)c2sc3ccccc3c21,-4,0,-2,-52,-9,0.31,9,-0.3,-80

(continued)
canonical_smiles,FXIa inh,FXIIa inh,Rad51 HR inh,Furin inhibitor,Thrombin inh,Cl transport mod,hK5 inh,PERK inhibitor,m-calpain inh
CC(=O)NC(CC(=O)NC(C)c1ccc(Cl)cc1Cl)c1ccccc1 (stereo not drawn),-5,0,8,-11,-5,-0.12,-5,0.2,21
O=C1C(=O)N(c2ccc(O)cc2)C(c2ccccc2[N+](=O)[O-])/C1=C(\O)c1ccccc1 (stereo not drawn),-1,5,3,-3,-6,-0.75,0,0.4,-17
CC(C)(C)C(=O)Nc1sc2c(c1-c1nc3ccccc3[nH]1)CCCC2,-1,8,-3,-7[20 µM],-6,0.038,-1,0.6,-442
COc1cc(NC(=S)N(C)CCC#N)c(OC)cc1Cl,6,5,6,-27,-3,2.8,11,2.1,14
COc1ccc(C)cc1NC(=O)c1ccc(OC(F)F)cc1,-4,10,15,-21,-2,-0.8,-12,0.6,-9
Cc1ccc(C(=O)Nc2c(C(=O)N3CCOCC3)cnn2-c2ccccc2)cc1,-1,9,x,-23[20 µM],-8,x,-17,-0.7,-4
COc1ccc(N/C(C)=C2/C(=O)C(=O)N(CCO)C2c2ccc([N+](=O)[O-])cc2)cc1 (stereo not drawn),4,8,-4,-4[20 µM],-4,0.78,-13,1.3,-30
Cc1ccc(NC(=O)CSCc2ccc(F)cc2)cc1,6,3,0,-2,0,-0.76,-8,1.6,-3
Cn1nc(C(F)(F)F)c2cc(C(=O)Nc3ccc(C(F)(F)F)cc3)sc21,5,11,x,-19,-1,0.086,5,2.2,29
Cc1ccc2nc(-c3ccc(NC(=O)CSc4nccc(=O)[nH]4)cc3)sc2c1,-1,5,12,-20,1,0.31,-6,1.1,-114

An excerpt. The share of hits here may be higher or lower than overall.
